# Screening data (PubChem)
# LGR2 inh: inhibitors of bursicon-induced LGR2 CRE-luciferase signal, primary screen, cell-based, HEK293, CRE-luciferase reporter, bursicon stimulation | bursicon-stimulated, 4 h | inhibition, % at 9.99 µM | 0.35% of 380,000 active | AID 720647, 2013;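 active means drop in luminescence signal, shown as inhibition above about 50% in the replicate tests, limit read from the data, passing the limit was not always enough; inconclusive means probably only some replicates passing the limit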;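 further: agonist challenge used bursicon conditioned medium at about half maximal strength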
# Casp6 inh: human caspase-6 inhibitors, primary screen, biochemical, VEID-R110 fluorescence, single point, set 2; purified caspase-6, Z-VEID-R110 cleavage fluorescence; inhibition, % at 12.5 µM; AID 686996, 2013; P55212; 0.53% of 350,000 active;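 active means mean inhibition across replicates at least about 35%, with every replicate also reaching that limit, limit read from the data; inconclusive means only one of the two criteria met; inactive means neither criterion met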;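 further: 0% = median of neutral control wells and 100% = no fluorescence left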
# Target sequence (P55212 24-179 limits assumed): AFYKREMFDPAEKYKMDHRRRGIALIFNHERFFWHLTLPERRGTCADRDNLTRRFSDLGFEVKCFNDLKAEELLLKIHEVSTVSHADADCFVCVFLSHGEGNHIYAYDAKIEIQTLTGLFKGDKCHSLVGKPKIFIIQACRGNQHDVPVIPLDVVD
# Target sequence (P55212 194-293 limits assumed): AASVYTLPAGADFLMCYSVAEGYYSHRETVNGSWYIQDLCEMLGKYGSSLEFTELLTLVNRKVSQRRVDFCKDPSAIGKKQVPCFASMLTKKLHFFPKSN
# miR-122 sensor: miR-122 Renilla sensor signal increase in Huh7, primary screen, miR-122 inhibitor project, cell-based, single point, plate reader | Huh7 miR-122 Renilla luciferase sensor, 48 h; neutral wells = 0, positive control = 100 | 0.3% of 340,000 active | AID 602342, 2012 | activation (reporter increase), % at 12.5 µM;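 active means mean replicate activation score at least 90 and every replicate individually at or above 90; inconclusive means only one of the two criteria met; inactive means neither criterion met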;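 further: higher luciferase means less miR-122 activity so hits act as miR-122 inhibitors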
# PGC1a acetyl inh: inhibitors of PGC1a acetylation signal, primary screen, cell-based, U2OS, AlphaScreen, inhibitor mode; 0.17% of 350,000 active; inhibition, % at 15.6 µM; AID 651687, 2012; AlphaScreen anti-acetyl-lysine; with virally co-expressed GCN5 acetyltransferase;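 active means every replicate shows inhibition of at least 40%; inconclusive means mean inhibition at least 40% but some replicate below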;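 further: 0% = neutral control wells and 100% = positive control wells; some results beyond the cut were filed as inactive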
# Cneo AK release: Cryptococcus neoformans cell lysis inducers, primary screen, AK release luminescence, single concentration. AID 651654, 2012. lysis activity, % at 15 µM. 0.2% of 360,000 active. C. neoformans lysis, adenylate kinase release luminescence, 4 h; normalised: neutral wells 0, clomiphene wells 100;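 active means mean lysis activity across replicates of at least 80%, whatever share of replicates individually reach that level; inactive means mean lysis activity below 80%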
#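 Material: C. neoformans cells | Amount: Yeast cell density of 5 × 10^6 cells/mL | Medium: Fresh YPD growth medium | Dosing: Single dose | Times: Static 4 h at 37 °C with compound, 1 h detection | Detection: AK luminescence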
# PAX8 reporter: inhibitors of PAX8-driven TPO luciferase reporter, primary screen, RMG-I cells, single concentration; inhibition, % at 12.6 µM; 1.2% of 360,000 active; AID 652154, 2013; SteadyGlo, 24 h;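 active means mean replicate inhibition at least 60% with every replicate also reaching 60%; inconclusive means only one of the two criteria is met; inactive means mean below 60% and not all replicates reaching 60%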;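 further: luciferase light reporting Pax8 driven TPO promoter activity; plate controls were median of neutral control wells for no effect and mitoxantrone controls for full effect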
# FN deposition inh: inhibitors of fibronectin matrix deposition, primary screen, AH1F cells, Alexa488-fibronectin fluorescence, plate reader | inhibition, % at 12.6 µM | AID 743247, 2014 | AH1F fibroblasts, overnight | 0.086% of 350,000 active;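 active means mean inhibition across replicates of 30% or more, regardless of how many single replicates reach that level; inconclusive means mean under 30% yet at least half of replicates reach 30%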;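 further: positive control wells lacked labelled fibronectin entirely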
#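 Measured by – fluorescence 485/525 nm · System – AH1F fibroblast monolayer, labelled fibronectin deposition · Amount – 10000 cells per well · Buffer or medium – serum-reduced DMEM (2% serum) · Doses – single dose, pinned · Also added – fluorescent fibronectin at 24 nM final · Schedule – 1 h cell attachment, overnight exposure to compound and label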
# EWS-Fli block: EWS/Fli-driven NR0B1 reporter inhibitors, primary screen, A673 cells, NR0B1 luciferase, luminescence, MLPCN library | viability-normalised | inhibition, % at 12.6 µM | 0.67% of 350,000 active;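 active means mean inhibition of at least 50% after viability correction, with every replicate also passing that limit; inconclusive means mean reaches 50% but only one of two replicates passes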;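 further: firefly luciferase signal divided by Alamar Blue viability fluorescence both relative to DMSO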
# The depositor's hits bear a star; u = inconclusive; x = not tested or not shown; [ ] = remark or other dose. Outcome played no part in choosing rows. Share with any hit: about 2.5%.
nr	Molecule	LGR2 inh	Casp6 inh	miR-122 sensor	PGC1a acetyl inh	Cneo AK release	PAX8 reporter	FN deposition inh	EWS-Fli block
1	O=C1/C(=C/c2cccc(F)c2)CSc2sccc21	-16	x	-3	-6	2	x	x	x
2	N#CCS(=O)(=O)c1cccc[n+]1[O-]	7	11	x	x	x	1	5	4
3	CCN(CC)C(=O)N1CCN(S(=O)(=O)c2ccccc2)CC1	-9	-2	5	x	x	-10	-3	-5
4	O=C(c1ccc(-n2cncn2)c([N+](=O)[O-])c1)N1CCN(c2cccc(Cl)c2)CC1	-26	0	-1	x	8	-7	4	0
5	Cc1cc(C)c2c(CN3CCCCC3C)cc(=O)oc2c1 (centres undefined)	-3	1	-4	x	-1	7	2	-13
6	CCN(CC)C(=S)Nc1ccc(OC)cc1	-3	x	-14	x	x	-14	1	x
7	O=c1c2cc3c(cc2[nH]c(=S)n1CCN1CCOCC1)OCO3	x	x	-12	4	-1	x	-1	x
8	CCN(CC)C(=O)Cn1c(=O)n(-c2ccccc2)c(=O)n1CC(=O)N(CC)CC	9	-3	-3	x	x	x	x	-5
9	C[C@@H]1CCCCO[C@@H](CN(C)C)[C@H](C)CN([C@@H](C)CO)C(=O)c2cc(NC(=O)Nc3ccc4c(c3)OCO4)ccc2O1	5	0	3[16.7 µM]	-3	-5	-15	x	-5
10	COCc1ccc(CN2CCCC(CO)(Cc3cccc(OC)c3)C2)o1 (centres undefined)	-11	1	8	5	1	7	-3	0
11	COc1ccc(C(=O)Nc2ccc(NC(=O)C(C)C)nc2)cc1	5	1	4	2	-3	-13	-13	-2
12	COc1ccc(C(C(=O)NC2CCCC2)N(Cc2cccnc2)C(=O)Cc2cccs2)c(OC)c1 (centres undefined)	-22	0	5	26	-1	11	14	-1
13	COc1ccc(CNC(=O)c2sc(=O)n(Cc3ccccc3C)c2C)cc1	-15	-1	x	x	-1	4	4	0
14	CC(C)(C)NC(=O)C(c1ccccc1F)N(Cc1ccco1)C(=O)c1csnn1 (centres undefined)	x	x	-2	-3	0	0	-8	x
15	CCOC(=O)C1(CCOc2ccccc2)CCN(Cc2ccc(COC)o2)CC1	5	x	-3	6	-2	10	-5	x
16	CC(C)C#Cc1cnc2c(c1)C(=O)N([C@H](C)CO)C[C@@H](C)[C@@H](CN(C)C(=O)CC1CC1)O2	-12	0	1[16.7 µM]	0	-4	-24	-2	-7
17	CC(=O)Nc1ccc(S(=O)(=O)N2CCN(C(=O)c3ncoc3-c3cccc(F)c3)CC2)cc1	-7	-1	-3	x	6	8	15	-4
18	CCC1CCCCN1C(=O)NC(=O)c1ccccc1 (centres undefined)	7	-4	-4	x	9	-9	x	x
19	COC1CCN(C(=O)C2CCC(=O)N(C3CCCCCC3)C2)CC1 (centres undefined)	-10	0	-11	-2	1	-161	9	x
20	CN=C(Nc1ccc(Cl)cc1)c1cccc(C(F)(F)F)c1	x	x	10	-6	-1	11	-6	x
21	Cc1ccc(C)n1NC(=O)c1ccc([N+](=O)[O-])cc1	30	1	1	2	-2	16	3	3
22	CO[C@H]1O[C@H](CO)[C@@H](OC(=O)Nc2cccc(F)c2)[C@H](OC(=O)Nc2ccccc2)[C@@H]1OC(=O)Nc1ccccc1	x	1	x	-1	-3	10	x	2
23	Cc1c(C(=O)N2CCCCC2C)sc2nc3n(c(=O)c12)CCC3 (centres undefined)	-1	3	0	0	x	3	-6	x
24	CCOC(=O)N/N=C(\C)c1ccccc1OC(F)F	-3	x	0	2	-5	x	x	x
25	COc1ccccc1NC(=S)N=Nc1c(O)[nH]c2ccc(Br)cc12	7	0	-2	3	-5	46	11	26
26	Cc1c(/C=N/NC(N)=O)c2ccccn2c1C(=O)c1ccncc1	-6	4	-2	3	-1	12	-4	31
27	Cc1ccc(NC(=O)COC(=O)CNC(=O)c2ccc(Br)cc2)c(C)c1	0	0	x	x	x	-2	x	4
28	COc1cc(C(CC(=O)N2CCN(c3ccccc3)CC2)c2c(OC)cc(OC)c3ccc(=O)oc23)cc(OC)c1OC (centres undefined)	-14	-1	-6	-12	1	11	-1	-50
29	Cc1ccc(S(=O)(=O)N(C)C[C@@H]2OCCCC[C@H](C)Oc3ccc(NC(=O)CCCN(C)C)cc3C(=O)N([C@@H](C)CO)C[C@H]2C)cc1	26	-3	4[16.7 µM]	-20	-4	-4	0	3
30	Nc1cccc(Cl)c1N1CCOCC1	x	x	x	3	-2	10	5	x
31	C=CCn1c(NCc2ccccc2)nc2ccccc21	x	x	3	13	6	8	-2	x
32	CCOC(=O)c1c2c(n(Cc3ccccc3)c1C)C(=O)C(=O)c1ccccc1-2	104*	12	x	x	x	125*	30*	69*
33	Cc1ccc(C(=O)NNC(=O)c2n[nH]c(=O)c3ccccc23)cc1C	-36	1	-5	4	-2	-69	1	-46
34	COCC(=O)Nc1ccc2c(c1)OC[C@@H](C)N(Cc1ccccn1)C[C@@H](C)[C@@H](OC)CN(C)C2=O	-1	-1	x	-7	2	12	-2	-10
35	O=C(c1cc(COc2c(F)cccc2F)on1)N1CCC(c2ccccc2Cl)C1 (centres undefined)	-17	1	4	-20	x	-119	6	-59
36	COc1ccc(/C=C/C(=O)O)cc1S(=O)(=O)NCc1ccccc1	-4	6	10	4	0	-2	6	0
37	COc1ccc(-c2csc(-c3[nH]cnc3N)n2)cc1	-16	9	x	0	x	19	-2	-3
38	Cc1nc(C(=O)O)cc2c1[nH]c1ccccc12	17	0	-2	8	4	x	x	5
39	CCN(CC(=O)Nc1ccc(OC)cc1)C(=O)c1ccc2c(c1)NC(=O)C(C)S2 (centres undefined)	-8	-4	x	x	5	10	-1	-7
40	Cn1c(SCC#N)nnc1-c1cccnc1	-9	-2	x	x	x	-19	4	-7
41	CCc1cc(C(=O)N2CCN(C(=O)c3ccco3)CC2)sc1C	13	0	-6	x	-1	-20	7	-7
42	COCCn1c(SCC(=O)Nc2ccc3[nH]c(=O)[nH]c3c2)nc2ccccc2c1=O	2	3	-29	3	2	-5	3	-2
43	Cc1ccccc1C(=O)NC1CCN(Cc2nnnn2Cc2ccc(F)cc2)CC1	x	x	-7	1	-2	9	5	x
44	O=C(c1ccc(Cl)c(Cl)c1)N1CCC(=O)N(C(COCc2cccc(Cl)c2)Cc2ccccc2)CC1 (centres undefined)	x	2	-4	-16	-2	u	11	31
45	CSc1ccc(CCNC(=O)C2CCCN(S(=O)(=O)N3CCOCC3)C2)cc1 (centres undefined)	1	-4	4	-16	-6	1	-2	x
46	COc1ccc(-c2cc(C(=O)Nc3c(C)n(C)n(-c4ccccc4)c3=O)c3ccccc3n2)c(OC)c1	6	0	5	-11	3	15	-3	-10
47	O=C(c1ccccc1)N(Cc1nc2ccccc2c(=O)[nH]1)C1CCCCC1	25	4	-1	2	x	-6	7	-6
48	CCOC(=O)c1c(C)[nH]c(C(=O)OCc2ccccc2F)c1C	-67	2	x	x	-1	-262	-4	-76
49	Cc1cc(C)c(OCCN(C)Cc2ccccc2)c(Br)c1	2	-1	x	x	x	-2	-5	-10
50	Cc1cc(C)c(S(=O)(=O)N2CCN(c3ccccn3)CC2)c(C)c1	-12	0	4	-9	-1	10	2	-4
51	CCc1nc2ccc(C(=O)NCCCn3ccnc3)cn2c1N(CC)Cc1cccc(Br)c1	5	-32	2	-27	1	3	7	-14
52	CCSc1nnc(COc2ccccc2)n1CC	5	-1	3	6	-5	-21	9	-7
53	C/C(CC(=O)Nc1ccc2ccccc2c1)=N\NC(=O)c1cnccn1	3	x	6	x	x	0	9	x
54	COc1ccc(CN2CCC(n3nccc3NC(=O)CCCc3ccccc3)CC2)cc1C	8	-2	-4	x	2	4	8	x
55	COc1cccc(NC(=O)N2CCCC2C(=O)NC2CCCCC2)c1 (centres undefined)	6	-4	-3	6	0	-12	-1	3
56	Cc1oc(-c2ccc(Cl)cc2)nc1CN1CCCC(C(=O)NCCCN2CCCC2=O)C1 (centres undefined)	19	-5	-4	-4	2	26	-4	10
57	CC(C)CC#Cc1ccc2c(c1)O[C@@H](CN(C)S(C)(=O)=O)[C@H](C)CN([C@H](C)CO)S2(=O)=O	5	1	4[16.7 µM]	0	2	-12	-1	-1
58	Cc1ccc(S(=O)(=O)N(C)C[C@H]2Oc3c(NS(=O)(=O)c4cccs4)cccc3C(=O)N([C@H](C)CO)C[C@H]2C)cc1	-1	3	-5[16.7 µM]	9	-10	-52	x	3
59	O=C(NNC(=S)NC(=O)c1cccs1)c1cccnc1	-17	1	x	x	x	-18	2	-14
60	CCN(c1ccccc1)S(=O)(=O)c1cccc(C(=O)OCC(=O)c2c(N)n(C)c(=O)n(C)c2=O)c1	1	0	4	1	-1	2	-2	5

# Pulled by structure from the list above (two):
nr	Molecule	LGR2 inh	Casp6 inh	miR-122 sensor	PGC1a acetyl inh	Cneo AK release	PAX8 reporter	FN deposition inh	EWS-Fli block
47	O=C(c1ccccc1)N(Cc1nc2ccccc2c(=O)[nH]1)C1CCCCC1	25	4	-1	2	x	-6	7	-6
53	C/C(CC(=O)Nc1ccc2ccccc2c1)=N\NC(=O)c1cnccn1	3	x	6	x	x	0	9	x

# Printed as active in LGR2 inh, of those listed so far:
entry | canonical_smiles | LGR2 inh | Casp6 inh | miR-122 sensor | PGC1a acetyl inh
32 | CCOC(=O)c1c2c(n(Cc3ccccc3)c1C)C(=O)C(=O)c1ccccc1-2 | 104* | 12 | x | x

# The listing continues.
nr	Molecule	LGR2 inh	Casp6 inh	miR-122 sensor	PGC1a acetyl inh	Cneo AK release	PAX8 reporter	FN deposition inh	EWS-Fli block
61	O=S(=O)(c1ccccc1)c1nc(-c2ccccc2Cl)oc1NCCCN1CCOCC1	x	0	13	x	0	25	2	7
62	COc1cccc(CN(C)C[C@@H]2OCc3ccccc3-c3c(n(C)c4ccccc34)C(=O)N([C@H](C)CO)C[C@H]2C)c1	26	0	x	-17	x	19	2	19
63	CCN(CC)C(=O)Cn1cnc2sc(C)c(S(=O)(=O)N3CCC(C)CC3)c2c1=O	-6	-1	-5	x	-1	1	8	6
64	C#Cc1ccc([C@H]2C=C(C(=O)NCc3ccccc3)O[C@@H](OCc3ccc(CO)cc3)C2)cc1	8	x	1	3	-4	-5	-6	0
65	CCOc1ccc(-c2nnc(Nc3ccc(OC)c(C(=O)N4CCCCC4)c3)c3ccccc23)cc1	1	3	x	x	1	24	2	10
66	COCCn1nnnc1C(c1cccc(OC)c1OC)N1CCN(C2CCCCC2)CC1 (centres undefined)	12	x	6	9	2	x	x	x
67	Cc1cccc(C)c1NC(=S)N(CCN1CCCCCC1)Cc1ccco1	-5	-4	-6	4	1	12	-11	3
68	Cc1ccc(-c2nc3ccccc3nc2-c2ccccc2)cc1	-1	2	x	x	-1	-14	4	2
69	Cn1nc(SCc2ccccc2)c(=O)n(C(c2ccccc2)c2ccccc2)c1=O	5	1	x	x	x	25	-1	8
70	O=C(O)Cc1sc(-c2cccnc2)nc1-c1ccc(Br)cc1	-17	2	-1	-4	x	2	-2	-7
71	[O-]/C(=C(\C(=S)Nc1ccc(Cl)cc1)[n+]1ccccc1)c1ccc(OC(F)F)cc1	-19	-3	x	2	x	0	-7	-8
